High-throughput results as filed in PubChem.
GalR3 antagonist = GalR3 antagonists in HEK293 cells, primary screen, cell-based, fluorescence readout; AID 651719, 2012; 0.44% of 360,000 active; HEK293 GalR3-CNG cAMP membrane potential fluorescence; galR3 body fused to GalR1 C-terminus; Galanin receptor type 3 (Homo sapiens), O60755; inhibition, % at 3 µM;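 active = inhibition above the screen-wide average plus 3 SD, cut at about 13% in these data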;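 note: forskolin and galanin both at EC90 stimulate the cells; cAMP rise reported by CNG channel membrane potential dye signal; 0% = forskolin plus galanin with DMSO and 100% = forskolin alone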
MEKK3 PB1 HTS = modulators of MEKK3-MEK5 PB1 binding, primary screen, biochemical, wildtype MEKK3, multiplex bead flow cytometry, Alexa488-MEK5 | Mitogen-activated protein kinase kinase kinase 3 (Homo sapiens), Q99759 | bead-based flow cytometry, Alexa488-MEK5 binding to MEKK3; actives lie on both sides; 0 = blocked by unlabeled MEK5, 100 = vehicle | binding response (% of control), % at 10 µM | 1.4% of 290,000 active | AID 1529, 2009;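 active = binding response more than 3 SD above or below the average of its plate-row segment, actives on both sides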;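 note: Alexa488 bead fluorescence after subtracting the streptavidin-only scavenger bead signal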
CRFBP-R2 agonist = agonists of CRF-BP/CRF-R2 complex, primary screen, cell-based, HEK293, calcium dye fluorescence, uHTS | calcium dye fluorescence (FLIPR); percent of saturating CRF peptide response | 0.46% of 350,000 active | CRF-binding protein / CRF receptor 2 complex (human) | activation, % at 13.2 µM;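 active = activation of at least 50%, plus an integration ratio under a set limit after plate pattern correction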;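 note: plate controls were neutral control wells without compound for no effect and CRF at EC100 for full effect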
PHOSPHO1 block = PubChem AID 1565; 1.1% of 290,000 active; inhibition, % at 13.3 µM; Phosphoethanolamine/phosphocholine phosphatase (Homo sapiens), Q8TCT1; recombinant PHOSPHO1, absorbance phosphatase assay; in the data active = inhibition above about 60%
IDE cell activ = human IDE activators in live cells, primary screen, fluorescence polarization, HEK cells, FAbeta-B substrate | Insulin-degrading enzyme (Homo sapiens), P14735 | FAbeta-B cleavage; 0% vehicle, 100% cell-free pure enzyme wells | activation, % at 5.96 µM | 0.073% of 340,000 active | AID 493087, 2011;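 active = activation above the mean of all tested compounds plus 3 SD, set per screening campaign, cut at about 17% in these data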
CHRM4 PAM = human M4 muscarinic receptor positive allosteric modulators, primary screen, CHO-K1 cells, Fluo-8 calcium fluorescence | CHO-K1 hM4/Gqi5, ACh EC20; 0% = ACh EC20, 100% = maximal ACh | activation, % at 3 µM | 0.4% of 360,000 active | Muscarinic acetylcholine receptor M4 (Homo sapiens), P08173 | AID 624126, 2012;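 active = activation above its plate's cutoff, the mean activation of sample wells plus 3 SD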; note: some results filed as inactive read as strong as hits
CRFBP-R2 block = antagonists of CRF-BP/CRF-R2 complex, primary screen, cell-based, HEK293, calcium dye fluorescence, uHTS. CRF-induced calcium fluorescence. inhibition, % at 11.8 µM. 0.59% of 350,000 active. AID 588475, 2011;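 active = inhibition of the ligand-induced calcium signal above about 50% at the single tested concentration, limit read from the data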
p-CIP stab down = p/CIP-EGFP fusion destabilizers, primary screen, fluorescence, F442A cells; Q05BA5; 16 h; decrease of EGFP signal, % at 10 µM; 0.01% of 290,000 active;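 active = EGFP signal decrease of at least 30% at 10 µM or well 3 SD below plate mean, unless failing retest; inactive = the rest, including hits failing retest or dose response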; note: some compounds called inactive have numbers as strong as hits; many of its hits are not listed in these tables
Target sequence (Q05BA5 1-1403): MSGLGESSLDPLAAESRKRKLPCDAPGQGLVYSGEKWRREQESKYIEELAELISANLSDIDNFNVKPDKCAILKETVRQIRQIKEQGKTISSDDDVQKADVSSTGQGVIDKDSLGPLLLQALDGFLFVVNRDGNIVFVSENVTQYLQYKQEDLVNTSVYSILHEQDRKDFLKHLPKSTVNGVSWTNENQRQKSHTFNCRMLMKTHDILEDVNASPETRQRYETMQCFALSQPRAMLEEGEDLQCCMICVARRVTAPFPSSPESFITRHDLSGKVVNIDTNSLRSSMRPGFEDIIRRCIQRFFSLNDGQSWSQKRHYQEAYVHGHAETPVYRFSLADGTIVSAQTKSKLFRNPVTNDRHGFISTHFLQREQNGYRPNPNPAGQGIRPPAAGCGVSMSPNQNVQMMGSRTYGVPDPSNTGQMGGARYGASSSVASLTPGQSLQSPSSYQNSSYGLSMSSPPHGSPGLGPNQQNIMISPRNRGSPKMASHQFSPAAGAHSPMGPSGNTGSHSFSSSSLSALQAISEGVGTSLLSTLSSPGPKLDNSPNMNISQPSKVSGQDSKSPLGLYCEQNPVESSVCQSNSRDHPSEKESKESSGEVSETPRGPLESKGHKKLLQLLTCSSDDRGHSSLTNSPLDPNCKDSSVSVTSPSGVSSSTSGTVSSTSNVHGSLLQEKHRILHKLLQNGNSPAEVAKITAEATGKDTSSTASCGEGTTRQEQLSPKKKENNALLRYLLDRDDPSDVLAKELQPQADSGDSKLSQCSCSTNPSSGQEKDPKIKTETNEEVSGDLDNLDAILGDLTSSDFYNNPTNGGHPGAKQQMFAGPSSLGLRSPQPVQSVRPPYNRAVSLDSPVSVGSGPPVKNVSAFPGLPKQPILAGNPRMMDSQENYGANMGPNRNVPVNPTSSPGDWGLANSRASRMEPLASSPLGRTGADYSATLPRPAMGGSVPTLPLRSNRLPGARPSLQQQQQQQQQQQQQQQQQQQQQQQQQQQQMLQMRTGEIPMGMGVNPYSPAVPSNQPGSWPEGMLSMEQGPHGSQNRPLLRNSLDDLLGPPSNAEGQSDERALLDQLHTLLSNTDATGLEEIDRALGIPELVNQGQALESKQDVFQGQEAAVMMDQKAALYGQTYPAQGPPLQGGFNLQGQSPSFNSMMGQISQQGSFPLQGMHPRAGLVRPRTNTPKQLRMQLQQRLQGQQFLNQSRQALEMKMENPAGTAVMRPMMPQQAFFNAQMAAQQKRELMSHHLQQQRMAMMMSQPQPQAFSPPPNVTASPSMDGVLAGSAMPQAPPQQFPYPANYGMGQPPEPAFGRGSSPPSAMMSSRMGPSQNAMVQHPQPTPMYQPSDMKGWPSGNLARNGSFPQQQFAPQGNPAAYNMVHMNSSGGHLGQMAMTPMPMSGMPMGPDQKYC
IDE cell inh = human IDE inhibitors in live cells, primary screen, fluorescence polarization, HEK cells, FAbetaB substrate; Insulin-degrading enzyme (Homo sapiens), P14735; FAbetaB cleavage; inhibition, % at 5.59 µM; 0.41% of 320,000 active; AID 434962, 2010;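 active = percent inhibition above the average of all tested compounds plus 3 SD, set per screening campaign, cut at about 16% in these data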;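 note: IDE supplied by intact live HEK cells; FP after avidin binding of uncleaved biotin substrate so inhibition keeps polarization high; 0% = DMSO wells and 100% = 60 µM reference IDE inhibitor Ii1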
The depositor's hits bear a star; x = not tested or not shown; & = joins results of further samples; [ ] = dose if it differs, or a comment.

item	Compound	IDE cell activ	MEKK3 PB1 HTS	GalR3 antagonist	CHRM4 PAM	p-CIP stab down	IDE cell inh	CRFBP-R2 agonist	CRFBP-R2 block	PHOSPHO1 block
1	CC(=O)N1Cc2ccccc2CC1C(=O)O (stereo unspecified)	3.7	101.0	0.8	-8.9	1.1	-4.1	-0.1	-7.0	2.5
2	O=C(c1cc2ccccc2o1)N1CCCCCC1	-2.1	108.0	-8.7	-3.2	-32.8	2.3	-0.4	16.1	8.7
3	CC(=O)C1=CN(Cc2ccccc2)CCC1=O	2.5	x	-6.1	-5.0	x	x	-0.6	-0.3	x
4	COc1ccc(CN2CCN(C(=O)c3ccc(S(=O)(=O)NCc4ccco4)cc3)CC2)cc1	2.4	x	-1.6	13.6	x	x	-0.1	-4.1	x
5	CCCCCc1ccc(-c2cn(Cc3ccc([N+](=O)[O-])cc3)nn2)cc1	5.2	104.0	x	5.4	-16.0	-4.9	-0.2	0.7	-7.3
6	CCC(=O)N1CCc2cc(S(=O)(=O)CCC(=O)NCc3ccco3)ccc21	-0.6	103.0	-1.0	6.8	15.5	-3.8	1.1	5.9	3.3
7	NC(=O)COc1cccc2cccnc12	-5.2	107.0	4.6	10.8	-6.3	3.1	2.6	-36.5	-4.8
8	COc1ccccc1CNC(=O)CSc1nc(C)cs1	-3.1	97.0	-6.4	9.2	-6.0	1.1	-9.8	-1.9	20.5
9	COc1ccc(N2C(=O)CC(NC3CCCCNC3=O)C2=O)cc1 (stereo unspecified)	-2.0	106.0	-1.9	-1.0	-4.9	-1.9	1.8	9.8	15.0
10	COc1cc(/C=C(\C#N)C(=O)c2c[nH]c3ccccc23)cc(OC)c1O	-107.7	100.0	-2.7	-4.7	-65.3	38.3*	85.1*	-64.1	-2.4
11	CCOC(=O)C1(Cc2ccccc2Cl)CCN(S(=O)(=O)N(C)C)CC1	-2.0	86.0	1.7	1.5	-25.0	-1.4	0.4	-1.7	22.0
12	O=C(Cc1ccc(Cl)cc1)NNC(=O)C1CC=CCC1C(=O)O (stereo unspecified)	4.1	107.0	-2.1	12.2	-3.0	1.3	x	x	16.2
13	Cc1cc(C)c2cc(CN(Cc3ccc4c(c3)OCO4)Cc3nnnn3Cc3ccco3)c(=O)[nH]c2c1	-7.2	94.0	-0.2	15.7	-1.5	3.7	1.9	4.2	20.8
14	COc1ccc(C)cc1-n1c(C)cc(C=O)c1C	3.3	98.0	-1.0	4.3	-4.5	6.8	-3.1	8.1	20.0
15	O=C(COC(=O)C1CSC2(c3ccc(F)cc3)CCC(=O)N12)NC(=O)NC1CCCC1 (stereo unspecified)	2.3	106.0	-4.3	0.5	27.8	4.8	-0.5	-14.7	37.3
16	O=C(OCC(=O)N1CCCCCC1)c1ccccc1Br	5.8	x	-6.5	2.8	x	0.8	-0.7	9.5	x
17	CCSc1nc(=O)n(-c2ccccc2)c(C)c1C(C)=O	1.8	102.0	1.7	11.9	-19.6	4.2	-3.5	15.9	-25.8
18	COCc1nnc(NC(=O)CC(C)c2ccccc2)s1 (stereo unspecified)	8.6	93.0	-2.9	3.5	-4.0	-3.9	0.9	-53.2	1.3
19	c1cc2c3c(cccc3c1)-c1cnccc1-2	-19.2	x	-5.4	0.7	x	x	0.6	1.2	x
20	C/C(=N\NC(=O)c1ccc(CN2CCOCC2)cc1)c1ccc(NC(=O)c2ccccc2)cc1	-1.8	103.0	-5.4	-5.3	-0.8	-3.6	-3.1	-29.2	28.5

(list continues)
item	Compound	IDE cell activ	MEKK3 PB1 HTS	GalR3 antagonist	CHRM4 PAM	p-CIP stab down	IDE cell inh	CRFBP-R2 agonist	CRFBP-R2 block	PHOSPHO1 block
21	Cc1cc(-c2ccccc2)n(-c2ccc(C(=O)N3CCN(c4ncccn4)CC3)cc2)n1	-3.6	98.0	-3.6	-7.7	0.0	9.6	-5.3	11.6	20.1
22	CCOc1ccccc1NC(=O)COC(=O)c1nc2nccc(C)n2n1	-1.6	x	-4.2	2.0	x	0.5	0.4	20.5	x
23	COc1ccc(NC2=NCCCCC2)cc1	-1.8	108.0	-2.3	-3.4	1.5	-1.7	2.8	13.5	-17.7
24	COc1ccc(CNC(=O)c2cc(C(C)=O)c[nH]2)cc1	4.1	100.0	-2.5	-0.4	-11.8	1.6	-0.1	-5.6	19.9
25	Cn1c(SCC(=O)NCc2ccccc2)nc2c([nH]c3ccccc32)c1=O	x	77.0	x	x	-7.3	6.2	x	x	38.5
26	CC(=O)NCc1ccc(C(=O)CCl)cc1	-1.6	103.0	-6.3	-5.4	10.4	-6.7	0.7	10.2	16.1
27	CCOC(=O)Nc1ccc(OC(=O)Oc2ccc(NC(=O)OCC)cc2)cc1	-1.6	x	-6.2	2.8	x	x	-5.8	27.4	x
28	O=C(CSc1ncn(-c2ccccc2)n1)Nc1nc2c(s1)CCCC2	3.1	100.0	-0.8	-7.5	-0.6	-4.1	2.2	3.9	5.5
29	CCCCC1=NC2(CCCC2)C(=O)N1Cc1ccc(-c2ccccc2-c2nn[nH]n2)cc1	x	98.0&102.0	x	x	-2.8	1.9	x	x	19.8
30	CC(OC(=O)c1ccc(Cl)nc1)C(=O)NCc1ccc2c(c1)OCO2 (stereo unspecified)	2.8	x	-4.5	4.9	x	-3.4	-1.4	6.4	x
31	COc1ccc(-c2csc(N(CC3CCCO3)C(=O)c3cccs3)n2)cc1 (stereo unspecified)	-1.7	104.0	-4.7	3.0	-17.8	5.0	6.2	3.7	4.7
32	O=C(Cn1c(=O)oc2ccccc21)NCc1ccco1	6.7	94.0	-0.7	-0.9	-3.8	0.6	1.0	6.8	9.9
33	NC(=O)Nc1ccccc1C(=O)Nc1ccc2ccccc2c1	-2.1	107.0	-2.8	-0.5	0.3	0.7	1.1	-13.9	3.1
34	O=C(CSCc1ccccc1)N1CCN(S(=O)(=O)c2cccc(F)c2)CC1	-6.2	x	3.2	0.6	x	5.2	-1.3	3.3	x
35	O=C(C1CCCN(S(=O)(=O)c2ccc(Br)cc2)C1)N1CCN(Cc2ccccc2)CC1 (stereo unspecified)	1.4	101.0	-2.7	-9.1	-16.3	0.8	0.9	-7.1	19.2
36	NS(=O)(=O)c1cccc(NC(=O)COC(=O)CC2Sc3ccccc3NC2=O)c1 (stereo unspecified)	3.0	x	-5.7	2.4	x	-0.5	-0.6	7.5	x
37	O=C(CCCN1C(=O)c2ccccc2C1=O)NC1CCCCCC1	-2.5	102.0	-0.4	14.6	-0.6	2.5	-0.7	-1.8	5.5
38	O=[N+]([O-])c1ccc(S(=O)(=O)N(CCCN2CCOCC2)Cc2cccs2)cc1	2.5	104.0	-6.8	4.7	-7.0	6.5	-0.9	16.8	-5.3
39	COc1ccc(O[C@H]2C=C[C@@H](c3ccccc3)O[C@@H]2CO/N=C/C[C@@H]2C=C[C@H](OC(C)=O)[C@@H](COC(C)=O)O2)cc1	x	103.0	x	x	-14.5	-1.6	x	x	-18.5
40	COc1ccc(S(=O)(=O)N2CCCC2CNC(=O)C(=O)NCc2cccs2)cc1 (stereo unspecified)	2.3	x	-4.4	19.3	x	-6.2	-0.9	5.6	x

Additional entries
item	Compound	IDE cell activ	MEKK3 PB1 HTS	GalR3 antagonist	CHRM4 PAM	p-CIP stab down	IDE cell inh	CRFBP-R2 agonist	CRFBP-R2 block	PHOSPHO1 block
41	CCn1c(CC(=O)Nc2ccccc2C)nnc1SCC(=O)NC1=NCCS1	-1.0	102.0	-8.6	3.7	-4.9	4.4	-0.8	19.4	23.3
42	Cc1ccc(OCCn2c(NC(=O)c3ccco3)nc3ccccc32)cc1	1.9	98.0	-3.0	9.2	-18.9	1.2	0.8	-18.9	10.5
43	COc1ccc(NC(=O)N2CCCCCC2)cc1	4.8	104.0	2.8	6.6	-10.8	4.5	-0.6	-9.0	-5.2
44	COc1cccc(C(=O)Nc2nnc(SCC(=O)NC3CCCC3)s2)c1	2.3	100.0	3.6	-2.8	-15.2	2.7	-0.9	-6.0	22.4
45	COc1ccc(C2CC(c3cccs3)=NN2C(=O)CSc2nc(=O)n3ccccc3n2)cc1 (stereo unspecified)	-3.5	x	-4.5	-0.2	x	16.8*	-0.4	3.7	x
46	COc1cc(C=NNC(=S)Nc2ccc(S(=O)(=O)N3CCCCC3)cc2)cc(OC)c1OC	x	x	-5.3	-1.1	x	x	-1.8	-17.3	x
47	O=C(Nc1ccc2oc(=O)ccc2c1)c1cccnc1	1.5	100.0	8.3	3.5	-20.9	-2.1	-1.7	13.2	8.0
48	O=C(/C=C/c1ccc([N+](=O)[O-])cc1)NCCOc1ccc(F)cc1	-0.4	93.0	-2.4	-7.1	1.9	0.7	-0.4	25.6	-22.9
49	COc1ccc(Cl)cc1NC(=S)NCCCN1CCCC1=O	-3.7	46.0*[inhibitor]	0.9	9.8	-14.1	7.2	-1.0	2.6	27.7
50	CCCn1nc(C(=O)NC2CC2)c2ccccc2c1=O	1.1	x	-5.9	6.1	x	1.4	0.9	-5.8	x
51	COc1ccc(C(=O)NCC(=O)OCC(=O)c2ccc3c(c2)NC(=O)CO3)cc1	-1.0	106.0	7.1	-2.0	-1.1	1.3	0.3	9.9	-7.1
52	O=C(NCc1nnc(SCc2ccccc2)n1-c1ccc(F)cc1)C12CC3CC(CC(C3)C1)C2	3.7	105.0	-4.0	-2.8	-5.7	-2.3	-1.1	-39.3	-11.7
53	O=C1N/C(=N/O)S/C1=C\c1ccccc1-n1cccn1	-0.2	99.0	3.0	-2.0	-3.7	0.5	-1.1	-15.7	26.5
54	COc1ccc(C(=O)C2CCCN(C(=O)COc3ccc(C(C)=O)cc3)C2)cc1F (stereo unspecified)	4.6	108.0	4.2	-4.2	-3.5	3.5	-0.3	-7.0	19.2
55	COc1ccc(/C=N/N2CCN(C3c4ccccc4-c4ccccc43)CC2)cc1OC	9.4	95.0	-0.6	-0.1	-10.4	5.1	-1.4	5.8	-16.1
56	CCN(CC(=O)NCc1ccc(Cl)cc1)S(=O)(=O)c1ccc(NC(C)=O)cc1	2.5	101.0	-4.8	-19.7	-23.3	1.5	-3.0	-5.3	-2.1
57	COc1ccc(C(CC(=O)O)c2cc(OC)c(OC)c(OC)c2)cc1OC (stereo unspecified)	0.2	x	-2.5	2.4	x	x	-0.6	7.1	x
58	N#Cc1c(NC(=O)CN2CCOCC2)oc(-c2ccccc2)c1-c1ccccc1	4.3	94.0	-2.5	11.2	-3.8	3.6	-1.2	6.4	27.1
59	NS(=O)(=O)c1ccc(-n2ncc3c(=O)[nH]c(SCC(=O)Nc4nccs4)nc32)cc1	-3.2	102.0	x	0.8	-6.9	2.3	-7.0	17.5	-3.7
60	Cc1ccc(C(=O)Cc2ccccc2)c(O)c1	4.0	x	-4.5	2.5	x	x	-2.9	13.3	x
61	Cc1cc(C)c(S(=O)(=O)NCC(=O)NCc2ccccn2)c(C)c1	-2.2	100.0	-2.5	6.2	-12.3	-0.5	-0.1	2.5	1.0

The order is random; overall some 4.2% were active at least once.
